PGC1a acetyl inh = modulators of PGC1a acetylation | U2OS PGC1a acetylation, AlphaScreen anti-acetyl-lysine; with virally co-expressed GCN5 acetyltransferase | inhibition, % at 15.6 µM | 350,000 compounds, 0.17% hits | AID 651687;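 active = every replicate shows inhibition of at least 40%; inconclusive = mean inhibition at least 40% but some replicate below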;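 also: 0% = neutral control wells and 100% = positive control wells; some results beyond the cut were filed as inactive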
Cneo AK release = Cryptococcus neoformans lysis via adenylate kinase release | C. neoformans lysis, adenylate kinase release luminescence, 4 h; normalised: neutral wells 0, clomiphene wells 100 | lysis activity, % at 15 µM | 360,000 compounds, 0.2% hits | AID 651654;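 active = mean lysis activity across replicates of at least 80%, whatever share of replicates individually reach that level; inactive = mean lysis activity below 80%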
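Material – log-phase Cryptococcus neoformans yeast cells · Input – 5 × 10^6 yeast cells/mL · Medium – fresh YPD growth medium · Doses – single compound concentration per well · Timing – static 4 h at 37 °C with compound, 1 h detection · Detection – adenylate kinase release luminescence · Read-out – signal increase indicating cell lysis · Control set – Clomiphene as positive lysis control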
PglD DTNB = PglD (C. jejuni) enzyme inhibition. 360,000 compounds, 0.098% hits. AID 602405. inhibition, % at 12.5 µM. purified PglD enzyme, DTNB colorimetric CoA detection; in the data active = inhibition above about 16%, passing the limit was not always enough; inconclusive = no clear call, values can overlap the other calls; also: strong numbers were not always called active
C2C12 statin = protects C2C12 myotubes from simvastatin toxicity; ATP luminescence, 48 h; scaled: DMSO 0, geranylgeraniol control 100; 330,000 compounds, 0.78% hits; rescue of ATP level, % at 7.49 µM;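 active = mean ATP rescue above about 67%, or every replicate alone reaching that limit, limit read from the data, passing the limit was not always enough; inconclusive = no clear call, values can overlap the other calls; inactive = mean under the limit and some replicate under it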;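 also: myotubes were challenged with 10 µM simvastatin during compound exposure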
F508del corr = CFTR F508del correction in bronchial cells; CFBE cells, YFP halide quenching; stimulated with forskolin plus potentiator P3; % fluorescence drop versus neutral controls; activity (quench increase), % at 7.58 µM; 350,000 compounds, 0.36% hits; AID 720511;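 active = mean added fluorescence quench of at least 8% versus neutral control, with both replicates also reaching 8%; inconclusive = only one of the mean or replicate conditions met; inactive = mean below 8% and not both replicates reaching 8%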;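 also: cells transiently co-express mutant CFTR-F508del with the halide-sensitive YFP; corrector assay measuring rescue of mutant channel to the surface after 24 h compound exposure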
GSIS activator = GLuc luminescence reporter in INS-1E cells, primary screen for activators of glucose-dependent secretion of insulin. INS-1E GLuc reporter insulin secretion, 2-3 h. activation, % at 16.6 µM. 370,000 compounds, 0.61% hits. AID 743287;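 active = lowest replicate activation of at least 40%, so every replicate reaches that level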;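 also: 0% = median of neutral control wells and 100% = median of IBMX positive control wells; some compounds called inactive have numbers as strong as hits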
FN deposit inh = fibronectin deposition inhibition; inhibition, % at 12.6 µM; 350,000 compounds, 0.086% hits; AH1F fibroblasts, Alexa488-fibronectin deposition fluorescence, overnight; AID 743247;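 active = mean inhibition across replicates of 30% or more, regardless of how many single replicates reach that level; inconclusive = mean under 30% yet at least half of replicates reach 30%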;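 also: positive control wells lacked labelled fibronectin entirely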
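Assay system: AH1F fibroblasts / Quantity: 10000 cells per well / Medium: DMEM plus 2% serum, read in PBS / Reagent: labelled fibronectin 24 nM / Dosing: single dose, pinned / Times: 1 h cell attachment, overnight exposure to compound and label / Signal: fluorescence, ex 485 nm, em 525 nm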
miR-122 sensor = miR-122 inhibition in Huh7 cells. Huh7 miR-122 Renilla luciferase sensor, 48 h; neutral wells = 0, positive control = 100. 340,000 compounds, 0.3% hits. activation (reporter increase), % at 12.5 µM;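 active = mean replicate activation score at least 90 and every replicate individually at or above 90; inconclusive = only one of the two criteria met; inactive = neither criterion met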;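 also: higher luciferase means less miR-122 activity so hits act as miR-122 inhibitors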
An asterisk follows results filed as active; ? = inconclusive; nt = not tested or not shown; [ ] = another dose, or the depositor's remark. Rows were taken by chance; about 2.1% have a hit in one of these screens.

SMILES	PGC1a acetyl inh	Cneo AK release	PglD DTNB	C2C12 statin	F508del corr	GSIS activator	FN deposit inh	miR-122 sensor
CC(=O)c1cccc(N(CC(=O)NC2CCCCC2)C(=O)Cn2nnc(-c3ccccc3)n2)c1	nt	1	-3	8	1.2	61*	-4	2
O=C(N/N=C/c1ccccc1)c1sccc1OCc1ccc(F)cc1	-21	-3	4	-2	nt	-18	nt	-1
Cc1cc(C(=O)Nc2sc3c(c2C#N)CCC(C)C3)cs1 (stereo not drawn)	-5	0	-5	-58	nt	nt	nt	-5
Clc1ccccc1CSc1nnc(/C=C/c2ccccc2)o1	-7	1	-13	-10	nt	nt	nt	-6
Cc1ccc(C(=O)NCC(=O)OCC(=O)Nc2cc(S(=O)(=O)N3CCOCC3)ccc2C)cc1	nt	1	-1	-8	-2.8	5	3	nt
COC(=O)c1[nH]c2cc(OC)ccc2c1NC(=O)CN1CCN(c2cccc(C)c2)C(C)C1 (stereo not drawn)	-9	-3	-1	27	nt	nt	-1	-3
O=c1ccc(-c2ccc(S(=O)(=O)Nc3cccc(Br)c3)o2)n[nH]1	3	nt	nt	1	-0.5	-13	16	-4
COc1ccc(CN2CCC3CC2c2cc(-c4cccc(C)c4)ccc23)cc1 (stereo not drawn)	2	-6	-2	-11	1.2	-12	2	-1
Cc1ccc(S(=O)(=O)N(C)C)cc1NC(=O)CN1C(=O)NC2(CCCCCC2)C1=O	nt	3	0	-11	6.6	-9	10	nt
COc1ccc(/C=N/n2c(-c3ccco3)nc3ccccc3c2=O)cc1	33	1	-4	6	nt	7	nt	11
Cc1cc(NC(=O)CSc2cn(CCNC(=O)c3ccccc3)c3ccccc23)no1	-4	-1	2	-8	nt	nt	nt	-3
Cc1ccc(C)c(NC(=O)c2ccc3c(=O)n4c(nc3c2)CCC4)c1	-1	-2	0	-3	-1.1	-7	5	-10
Cc1[nH][nH]c(=O)c1C(c1c(C)[nH][nH]c1=O)c1cn(Cc2ccc(Cl)c(Cl)c2)c2ccccc12	nt	-2	-2	nt	0.0	-19	23	5
CC(=O)Nc1ccc(S(=O)(=O)NNC(=O)c2cccc(Br)c2)cc1	-3	nt	nt	11	-0.3	2	-4	3
COCc1[nH]nc2c1C1(C(=O)N(C)c3ccccc31)C(C#N)=C(N)O2 (stereo not drawn)	20	1	1	-3	nt	nt	-8	0
Cc1nn(-c2ccccc2)c(NC(=O)c2cccs2)c(-c2ccc(Cl)cc2)c1=O	nt	nt	nt	-10	nt	-7	2	-5
Cc1ccc2[nH]c(C(=O)Nc3ccc(F)cc3)cc2c1	-14	-8	3	-8	0.3	12	-14	13
COc1cccc(/C=N/n2c(-c3n[nH]c4c3CCC4)n[nH]c2=S)c1O	nt	nt	nt	-5	nt	34	-7	-2
COc1cccc(C(=O)NC(C)c2cccc3ccccc23)c1OC (stereo not drawn)	nt	2	-9	?	-3.0	5	5	2
CC(C)NC(=O)N1CCCCN2[C@H](C1)[C@@H](c1ccc(C#Cc3ccccc3)cc1)[C@@H]2CO	-7	2	-2	nt	5.5	27	nt	1[16.7 µM]
CN(C)C(=O)C[C@H]1C[C@@H]2c3cc(NC(=O)NC4CCCC4)ccc3O[C@@H]2[C@H](CO)O1	3	3	-2	-5	-1.2	12	-12	-4[16.7 µM]
O=S(=O)(c1ccc(S(=O)(=O)N(Cc2cccs2)CC2CCCO2)cc1)N1CCCCC1 (stereo not drawn)	-9	-1	-1	10	nt	nt	-2	7
Cc1cccnc1CN1CCN(C(=O)CCc2nnc(CCc3ccccc3)o2)CC1	3	1	-3	8	1.1	-16	nt	-5
CCOC(=O)C1CCN(S(=O)(=O)c2ccc3c(c2)CCCN3C(C)=O)CC1	6	-1	0	nt	nt	nt	nt	-5
O=C(O)c1ccc2c(c1)C(=O)N(c1cccc(C(=O)/C=C/c3ccccc3)c1)C2=O	-16	nt	nt	nt	-2.2	-43	0	nt
CCOc1cc(-c2nnc(-c3ccco3)o2)cc(OCC)c1OCC	-1	0	-25	-9	nt	nt	nt	0
c1ccc(-c2nnc(SCc3nc4ccccc4[nH]3)o2)cc1	2	0	4	-5	nt	nt	1	16
O=C1CS/C(=N/N=C/c2c[nH]c3ccccc23)N1	-7	1	-6	nt	0.4	-4	-4	8
C[C@@H]1CCCCO[C@H](CN(C)C(=O)Nc2ccccc2)[C@H](C)CN([C@H](C)CO)C(=O)c2cc(NS(=O)(=O)c3cn(C)cn3)ccc2O1	6	-6	7	nt	-0.2	2	0	11[16.7 µM]
COc1ccccc1CNC(=O)C(=O)Nc1nccs1	9	nt	nt	nt	-1.8	8	-5	nt
Cc1occc1C(=O)NNC(=O)c1ccc(S(=O)(=O)N(C)C)cc1	1	3	0	15	-4.3	6	2	-11
c1cncc(-c2nc3ccccc3s2)c1	9	2	-2	8	0.1	-1	-1	-3
COc1ccc2c3c([nH]c2c1)[C@H](CO)N(C(=O)c1ccc(F)cc1)CC31CCN(C(=O)NC(C)C)CC1	-8	nt	nt	nt	4.0	-10	-16	nt
CCN1CCCc2cc(CN(CCN3CCOCC3)C(=S)Nc3cccc(C)c3)ccc21	1	17	-1	0	-1.2	-32	4	2
Cc1nc(NC(=O)C2CC2)sc1C(=O)Nc1ccc(Br)cc1	nt	0	3	-30	-4.4	3	6	nt
CCOC(=O)CC(NC(=O)c1cc2cccc(OC)c2oc1=O)c1ccc(OC)cc1 (stereo not drawn)	1	-10	-6	3	1.8	24	2	-8
Cc1c(C(C)CCCO)oc(=O)c2c1Oc1c(C)c(C(C)C[C@@H](C)O)oc(=O)c1C2 (stereo partly drawn)	0	0	6	nt	-0.6	1	5	0
CC(=O)Nc1ccc(SC[C@H](Cc2ccccc2)N2CC[C@@H](O)CCC2=O)cc1	-5	6	-6	-4	3.9	5	0	8
Clc1nc(NC2CCCCC2)c2cn[nH]c2n1	-19	-1	0	-31	0.5	13	-10	1
O=C(NNC(=O)c1cc(-c2ccccc2Cl)nc2ccccc12)c1csc(N2CCOCC2)n1	nt	nt	nt	-9	-6.5	-17	nt	4
CC1Sc2ccc(S(=O)(=O)CCC(=O)Nc3cc(F)ccc3F)cc2NC1=O (stereo not drawn)	8	4	4	-7	-1.4	9	-4	-7
COc1cc(/C=N/n2cnnc2)ccc1OC(=O)c1ccncc1	-2	2	1	8	nt	nt	1	0
O=C(OCc1cccc(Cl)c1)c1cc(S(=O)(=O)N2CCCCC2)ccc1N1CCOCC1	-4	2	3	nt	1.7	-42	-12	-1
CC1=CC(C)(C)N2C(=O)C3(N=C(N)NC(Nc4ccccc4)=N3)c3cc(C)cc1c32 (stereo not drawn)	-18	1	7	-97	nt	-15	nt	-8
NS(=O)(=O)c1ccc(NC(=O)N2c3ccccc3Sc3ccccc32)cc1	-1	nt	nt	29	2.2	-6	nt	4
COc1ccc(CN(CC(=O)NCC2CCCO2)C(=O)CCC(=O)Nc2nccs2)cc1 (stereo not drawn)	nt	4	-1	3	1.3	6	8	nt
O=C(CC1CCCCC1)NCCS(=O)(=O)N1CCN(c2ccccc2)CC1	12	0	6	5	3.7	-11	3	-4
CC(C)(C)c1cc(CCC(=O)NCc2ccccn2)cc(C(C)(C)C)c1O	nt	-3	-2	5	-0.8	-24	-5	-6
COC(=O)C[C@H]1CC[C@@H]2[C@H](COC[C@@H](O)CN2S(=O)(=O)c2ccccc2C)O1	-3	3	7	8	-0.3	11	-8	4[16.7 µM]
CC(C)NC(=O)N[C@H]1CC[C@H](CC(=O)NCCCN(C)C)O[C@H]1CO	4	0	1	4	2.4	7	-22	-24[16.7 µM]
CC(C)c1cccc(NC(=O)C[C@H]2CC[C@H]3[C@@H](COc4ccc(NC(=O)NCc5ccccc5)cc4C(=O)N3C)O2)c1	-3	-5	0	-5	-0.6	-6	9	-16[16.7 µM]
CO[C@@H]1CN(C)C(=O)c2cc(NC(=O)c3ccc(-c4ccccc4)cc3)ccc2OC[C@H](C)NC[C@H]1C	-6	1	0	-74	-9.0	15	0	nt
COc1ccc2cc(C#N)c(SCC(=O)N3CC(=O)Nc4ccccc43)nc2c1	8	-1	3	-71	nt	nt	nt	-1
OC[C@H]1[C@H](c2ccc(-c3ccc(F)cc3)cc2)[C@@H]2CN(Cc3ccncc3)CCCCN12	2	3	-6	10	1.0	9	nt	6[16.7 µM]
NC(=O)CSc1nc(-c2ccccc2)c(-c2ccccc2)o1	-7	-2	-2	-7	nt	73*	nt	-10
C[C@@H]1CN([C@H](C)CO)C(=O)c2cccc(NS(=O)(=O)c3ccccc3)c2O[C@@H]1CN(C)S(=O)(=O)c1cccs1	1	nt	nt	24	0.4	11	nt	-4[16.7 µM]
O=C(NCCc1ccc(Cl)cc1)C1CCCO1 (stereo not drawn)	nt	4	2	2	-1.0	-2	4	nt
COCC(=O)N(C)C[C@@H]1Oc2ncc(C#Cc3ccccc3OC)cc2C(=O)N([C@@H](C)CO)C[C@H]1C	-12	0	3	nt	2.4	16	2	2[16.7 µM]
COC(=O)[C@]1(Cc2ccccc2)N[C@H](c2ccc(-c3ccc(OC)cc3)cc2)[C@@H]2C(=O)N(C)C(=O)[C@@H]21	-2	-1	-1	-9	0.1	-9	10	-5
Cc1ccccc1S(=O)(=O)NCC[C@H]1CC[C@H](NC(=O)C2CCCCC2)[C@@H](CO)O1	1	9	-1	8	-4.1	4	-9	nt
More structures
SMILES	PGC1a acetyl inh	Cneo AK release	PglD DTNB	C2C12 statin	F508del corr	GSIS activator	FN deposit inh	miR-122 sensor
CC(C)C(=O)N1CCN(c2ccc(NC(=O)c3cccs3)cc2)CC1	38	-2	-2	-16	nt	nt	nt	-3
CC(=O)Nc1cc2c(cc1NC(=O)Cn1nnc(-c3ccc(C)o3)n1)OCCO2	4	nt	nt	nt	-2.1	-3	-3	nt
CCOC(=O)CSc1nc2ccc(C)cc2cc1C#N	nt	39	0	2	2.9	45	nt	-3
Cn1c(CSc2ncccn2)nnc1SCC(=O)N1CCCCCC1	9	0	-1	11	-2.7	15	-6	9
COc1ccc(S(=O)(=O)Nc2cccc3c2O[C@H](CN(C)Cc2ccc(-c4ccccc4)cc2)[C@@H](C)CN([C@@H](C)CO)C3=O)cc1	16	-3	1	13	-0.4	-1	nt	-6[16.7 µM]
CCCNC(=O)Nc1ccc2c(c1)OC[C@H](C)N(Cc1cccnc1)C[C@@H](C)[C@H](OC)CN(C)C2=O	-5	-2	-3	7	0.0	-10	2	nt
CO[C@@H]1CN(C)C(=O)c2ccc(NS(C)(=O)=O)cc2OC[C@@H](C)N(C)C[C@@H]1C	-1	-3	4	4	0.6	9	-2	-7[16.7 µM]
CC(=O)Nc1ccc(OC(=O)c2cc3cc(Br)ccc3oc2=O)cc1	8	-2	11	nt	nt	-29	2	-2
COc1cc(NC(=O)CN(c2cc(C)cc(C)c2)S(=O)(=O)c2c(C)noc2C)cc(OC)c1	-2	0	-3	1	3.3	10	-4	1
c1ccc(CNc2nc3ccccc3n2CCN2CCOCC2)nc1	-10	1	1	7	-0.2	33	nt	-4

Screens as filed in PubChem.
